GLP1R inv ag = acts as inverse agonist at human GLP-1 receptor | HEK293 GLP-1R CRE-luciferase, luminescence, 24 h; GLP-1R form is constitutively active | Potency, µM (top dose mostly 38.3 µM), inactives show at the highest dose activity change, negative = inhibition, most hits filed as inhibitors | 410,000 tested, 1.6% active; also: potency is read from the fitted curve at half-maximal effect; % is scaled to controls: 0 for no effect and ±100 for the full control effect; nearly all actives have a fitted effect of over 55% in size
Target sequence (P43220 whole entry, looked up): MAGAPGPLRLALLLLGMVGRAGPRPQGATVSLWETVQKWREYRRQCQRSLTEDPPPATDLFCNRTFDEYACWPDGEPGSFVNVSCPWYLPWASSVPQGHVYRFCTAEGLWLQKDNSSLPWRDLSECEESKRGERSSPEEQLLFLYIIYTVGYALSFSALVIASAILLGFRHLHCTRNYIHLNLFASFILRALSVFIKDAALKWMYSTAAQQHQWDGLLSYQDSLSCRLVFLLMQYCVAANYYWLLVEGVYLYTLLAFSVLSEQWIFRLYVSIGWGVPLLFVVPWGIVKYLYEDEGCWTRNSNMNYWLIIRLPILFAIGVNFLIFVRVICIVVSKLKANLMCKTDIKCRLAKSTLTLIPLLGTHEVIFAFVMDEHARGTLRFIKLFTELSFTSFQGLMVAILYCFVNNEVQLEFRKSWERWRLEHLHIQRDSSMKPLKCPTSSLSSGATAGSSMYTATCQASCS
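HEK293 cells stably co-expressing constitutively active GLP-1R and a cAMP-responsive luciferase reporter were seeded in DMEM with 10% Nu serum, given compounds after 12 h, and incubated 24 h at 37 deg C. Luminescence was then read.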
Abeta yeast res = A-beta toxicity reversal in yeast | yeast expressing A-beta42, growth rescue, OD600, 48 h; response scale: 0% DMSO, 100% iron-clioquinol control | Potency, µM (doses to about 46.1 µM), for the others: at the top dose growth rescue, actives largely listed as activators | 410,000 tested, 0.063% active | AID 1347071; also: potency is read from the fitted curve at half-maximal effect; nearly all actives have a fitted effect of over 55% in size
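Yeast growth medium received pinned compounds, then yeast cells expressing toxic A-beta were added; plates incubated at 30 C for 48 hr. Growth read as absorbance at 600 nm, normalized to DMSO and equimolar FeCl3 plus clioquinol controls.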
PTHR1 ag = PTHR1 (human) receptor agonism; HEK293 GP2 PTHR1 cells, GloSensor cAMP luminescence, 1 h; Potency, µM (top dose mostly 115 µM), without a hit: top-dose activation, most hits filed as activators; 410,000 tested, 0.075% active; also: potency is read from the fitted curve at half-maximal effect; nearly all actives have a fitted effect of over 55% in size; some results filed as inactive show a strong effect at the top dose; inactives centre near -15; many of its hits are not listed in these tables
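HEK-293-derived GP2 cells expressing PTHR1 and a GloSensor cAMP reporter, 3,000/well, plated overnight, given luciferin plus IBMX (each 0.5 mM as added) for 1 h at 37 °C, then compound for 1 h at 37 °C. Luminescence was read after 15 min at room temperature.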
aSyn yeast inh = rescues yeast growth from alpha-synuclein toxicity. Yeast expressing alpha-synuclein, growth rescue, BacTiter-Glo, 24 h. Potency, µM (series often up to 46.1 µM), inactives show at the top dose growth rescue (activation), most hits filed as activators. 370,000 tested, 0.14% active. AID 652106; also: potency is read from the fitted curve at half-maximal effect; % of control where 0% means no effect; nearly all actives have a fitted effect of over 65% in size
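Screening used galactose-induced yeast with toxic alpha-synuclein levels, exposed to compound for 24 hr at 30 deg C. Cell growth, read with BacTiter-Glo luminescence, gave the measured signal.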
Akt phos inh = Akt phosphorylation inhibition. Neuro2A IGF-stimulated pAkt S473 HTRF, 20 min; hits give low values. activity change, % for hits at 50 µM. 360,000 tested, 0.32% active; in the data active = activity change below about -80%; inconclusive = mostly about -51% to -80%; also: % is scaled to controls: 0 for no effect and ±100 for the full control effect
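Single-point screen (50 µM final compound) in Neuro2A cells stimulated 20 min with 6 nM IGF at 37 deg C. After lysis, Ser473-phosphorylated Akt read by HTRF (ex 330 nm, em 615/665 nm) as the 665/615 ratio.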
TDP-43 yeast inh = rescues yeast growth from TDP-43 toxicity; TDP-43 expressing yeast growth rescue, BacTiter-Glo, 24 h; Potency, µM (doses to about 46.1 µM), for inactives: at the highest dose growth rescue (activation), most hits filed as activators; 410,000 tested, 1.8% active; also: potency is read from the fitted curve at half-maximal effect; % of control where 0% means no effect; nearly all actives have a fitted effect of over 50% in size
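Galactose-induced TDP-43 yeast, OD600=0.02, compound pinned; 24 hr, 30 deg C; BacTiter-Glo luminescence for growth. Inhibitors of TDP-43 toxicity read as activators.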
DRD3 antagonist = D3 dopamine receptor (human) antagonism | D3R cells, DiscoveRx beta-arrestin luminescence, antagonist mode; hits give low values | max response, negative = inhibition, % | 360,000 tested, 2.5% active; in the data active = max response below about -50%; inconclusive = no clear call, values can overlap the other calls; also: % is scaled to controls: 0 for no effect and ±100 for the full control effect; mostly tested at two doses, the higher about 12 µM
Target sequence (P35462 whole entry, looked up): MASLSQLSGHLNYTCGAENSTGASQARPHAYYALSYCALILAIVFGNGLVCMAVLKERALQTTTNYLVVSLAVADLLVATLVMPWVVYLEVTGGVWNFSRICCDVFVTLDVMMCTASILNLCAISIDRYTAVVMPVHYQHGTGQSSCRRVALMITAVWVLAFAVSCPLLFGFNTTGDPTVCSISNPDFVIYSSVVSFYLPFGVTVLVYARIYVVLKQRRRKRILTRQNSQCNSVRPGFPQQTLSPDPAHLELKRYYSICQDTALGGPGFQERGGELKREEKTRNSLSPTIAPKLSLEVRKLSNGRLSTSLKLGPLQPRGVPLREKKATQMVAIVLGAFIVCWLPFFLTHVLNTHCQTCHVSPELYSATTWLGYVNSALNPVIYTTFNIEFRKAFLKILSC
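Cells plated overnight at 1500 cells/well, then exposed to library compounds with dopamine controls for 90 minutes at 37 degrees C. DiscoveRx reagent added for 30–60 minutes at room temperature; luminescence read, quantitative HTS format.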
FUS yeast rescue = rescues growth of FUS-expressing yeast. S. cerevisiae FUS-expressing, growth rescue, OD600, 24 h. Potency, µM (doses to about 76.6 µM), without a hit: at the highest dose growth rescue (activation), usual class: activators. 390,000 tested, 0.24% active. AID 1347120;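 also: potency is read from the fitted curve at half-maximal effect; plate controls were DMSO vehicle for no effect and reference control for full effect; nearly all actives have a fitted effect of over 55% in size; some results filed as inactive show a strong effect at the top dose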
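Compound concentration series was pinned onto galactose-induced FUS-expressing yeast seeded at OD 0.005. Plates sat 24hr at 30C; absorbance at 600 nm gave growth. DMSO served as background control.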
GLP1R ag = activates the human GLP-1 receptor | Potency, µM (titrated, usually from 45.6 µM), without a hit: at the top dose activation, usual class: activators | HEK293 GLP-1R CRE-luciferase, luminescence, 4-6 h; cells express a hypersensitive GLP-1R form | AID 624172 | 380,000 tested, 0.007% active | P43220; also: potency is read from the fitted curve at half-maximal effect; % of control where 0% means no effect
The depositor's hits bear a star; i = inactive; ? = inconclusive; . = no result given; & = joins results of further samples; [ ] = dose if it differs, or a comment. Unless noted, calls follow the shape of the dose curve; as a rule, active = well fitted curve in the direction sought with a large enough effect; inconclusive = small, poorly fitted or top-dose-only effect, or another doubt; inactive = no such curve, though single readings can be large; an effect the other way counts as inactive or inconclusive.

No.	canonical_smiles	Akt phos inh	Abeta yeast res	TDP-43 yeast inh	DRD3 antagonist	PTHR1 ag	FUS yeast rescue	aSyn yeast inh	GLP1R inv ag	GLP1R ag
1	CCOC(=O)c1ccc(-n2c(CN3CCC(O)CC3)nc3ccc([N+](=O)[O-])cc3c2=O)cc1	i	-13%	22%	18	-66%[inhibitor]	28%	1%	0%	3%
2	O=C1Nc2ccc(Br)cc2C1(O)c1ccccc1 (stereo not given)	i	3%	5%	1	-15%	-7%	8%	?	-4%
3	COc1ccc(CCNC(=O)COC(=O)/C=C/c2cccs2)cc1	i	-17%	1%	10	-25%	7%	-1%	14%	1%
4	O=C(NCC(c1cccs1)N1CCOCC1)c1cc(-c2ccccn2)nc2ccccc12 (stereo not given)	i	-1%	-24%	?	?	-6%	-3%	3%	11%
5	Cc1sc2ncnc(OCC(=O)N3CCN(S(=O)(=O)c4ccccc4)CC3)c2c1C	i	11%	2%	12	i	17%	-1%	?	-8%
6	CCn1cc(C(=O)NCCc2ccccc2)c(=O)c2cc(S(=O)(=O)N3CCCC3)ccc21	i	-2%	-14%[0.397 µM]	?	i	26%	-2%	79%[activator]	22%
7	CC(C)NC(=O)c1nc2ccccc2s1	i	-3%	-10%	-12	-12%	17%	14%	2%	-6%
8	CCCCn1nnnc1C(CC)N1CCN(C/C=C/c2ccccc2)CC1 (stereo not given)	i	-14%	6%	-68*	1%	-15%	8%	-30%	5%
9	O=C(c1ccc(Br)cc1)N1CCCC1	i	1%	-3%	-18	i	20%	-1%	-7%	3%
10	COc1cc2nncc(SC)c2cc1OC	i	22%	7%	4	i	-3%	7%	133%[activator]	32%
11	COCCCn1c(SCC(=O)c2c(N)n(C3CC3)c(=O)[nH]c2=O)nnc1-c1ccccc1Cl	i	-2%	12%	4	i	18%	-1%	5%	-1%
12	CCOC(=O)c1ccc(N2C=C(C(=O)OC)C(c3cccc(O)c3)C(C(=O)OC)=C2)cc1	i	-6%	1%	-5	i	-18%	3%	16%	19%
13	COC(=O)[C@@H](NC(=O)NC1CCCc2ccccc21)C(C)C (stereo not given in full)	i	5%	-2%	13	i	22%	0%	7%	2%
14	COc1ccc(S(=O)(=O)N2CCOC2CNC(=O)C(=O)NCc2cccnc2)cc1C (stereo not given)	i	-2%	7%	21	-3%	13%	-2%	-15%	6%
15	Cc1ccc(C)c(N2CCN(S(=O)(=O)c3cc(-c4cc(C)no4)ccc3C)CC2)c1	.	3%	11%	.	0%	27%	.	10%	.
16	Cc1ccc(C(=O)c2cc([N+](=O)[O-])ccc2N2CCCCC2)cc1	i	?	13%	-65*	i	13%	9%	?	1%

In the list so far, these have bromine.
No.	canonical_smiles	Akt phos inh	Abeta yeast res	TDP-43 yeast inh	DRD3 antagonist	PTHR1 ag	FUS yeast rescue	aSyn yeast inh	GLP1R inv ag	GLP1R ag
2	O=C1Nc2ccc(Br)cc2C1(O)c1ccccc1 (stereo not given)	i	3%	5%	1	-15%	-7%	8%	?	-4%
9	O=C(c1ccc(Br)cc1)N1CCCC1	i	1%	-3%	-18	i	20%	-1%	-7%	3%

The results go on:
No.	canonical_smiles	Akt phos inh	Abeta yeast res	TDP-43 yeast inh	DRD3 antagonist	PTHR1 ag	FUS yeast rescue	aSyn yeast inh	GLP1R inv ag	GLP1R ag
17	CCOC(=O)C1=CC[C@]2(C)c3c(c4ccccc4n3C)C(=O)C1N2C	i	8%	4%	4	-13%	-20%	4%	16%	-4%
18	COc1cccc(-c2ccc3ncnc(N(C)Cc4ccco4)c3c2)c1	.	-22%	.	.	-34%[inhibitor]	-10%	.	.	19%
19	COc1ccc(N2CCN(C(=O)c3nc(SC)ncc3Cl)CC2)cc1	.	0%	20µM*	.	i	23%	.	-9%	.
20	CC1CCc2ccccc2N1CC(=O)Nc1cccc(S(=O)(=O)N2CCCC2)c1 (stereo not given)	i	8%	-19%	9	-13%	?	0%	?	10%
21	CC(NC(=O)c1ccc2c(c1)N(Cc1ccc(Cl)cc1)C(=O)CS2)c1ccccc1 (stereo not given)	.	-7%	8%	.	i	23%	.	-1%	-2%
22	NNc1ccc(Cc2ccc(Cl)cc2Cl)nn1	i	1%	-6%	5	-12%	19%	1%	-13%	7%
23	CCOP(=O)(OCC)c1nc(-c2ccccc2Cl)oc1N1CCOCC1	i	-8%	-4%	-4	i	6%	-1%	37%[activator]	14%
24	O=C(CSc1nc2ccccc2[nH]1)Nc1ccc2c(c1)CCC2	i	19%	1%	1	-18%	.	3%	-29%	2%
25	Cc1cc(C)c(NC(=O)Cn2c(=O)n(Cc3ccc(C(=O)NCc4ccco4)cc3)c(=O)c3sccc32)c(C)c1	.	-6%	11%	.	i	0%	.	-10%	.
26	COc1ccc(CNC(=O)CN2CCC(n3nnc4cc(F)ccc43)CC2)cc1	i	0%	-12%	-84*	-25%	-3%	-2%	0%	17%
27	COCCNC(=O)Cn1cnc2sc(C)c(S(=O)(=O)N3CCN(c4ccccc4OC)CC3)c2c1=O	i	12%&-7%	-10%&1%	-10	?	12%&0%	7%	-1%&4%	11%
28	CCOc1ccc(C(=O)NCC(c2ccc(Cl)cc2)N2CCCCC2)cc1 (stereo not given)	.	14%	18%	.	i	18%	.	?	.
29	Cc1ccc(NS(=O)(=O)c2cn(C)cn2)cc1	i	-14%	7%	8	-1%	1%	-6%	8%	3%
30	O=C(COc1ccc(C(=S)N2CCOCC2)cc1)N1CCCC1	-124%*	20%	3%	-1	-1%	9%	-14%	1%	-5%
31	CCc1ccc(C(=O)COC(=O)C(Cc2c[nH]c3ccccc23)NC(=O)c2ccc(Br)cc2)cc1 (stereo not given)	.	-17%	-9%	.	-22%	?	.	?	.
32	O=C(O)CCCN1C(=O)NC2NC(=O)NC21 (stereo not given)	i	-10%	-23%	-6	i	24%	-18%	1%	3%
33	CSc1ccccc1NC(=O)c1cnc2n(c1=O)CCS2	i	-6%	0%	0	-18%	-19%	1%	31%[activator]	9%
34	CCCCOC(=O)Nc1ccc(OC)cc1S(=O)(=O)N1CCOCC1	-110%*	-9%	11%	-16	-10%[57.5 µM]	9%	-4%	0%	-2%
35	O=C(CCNC(=O)c1ccc(Br)cc1)Nc1ccc(S(=O)(=O)N2CCOCC2)cc1	i	-1%	19%	3	0%	6%	-9%	15%	-3%
36	O=C(N/N=C/c1cccnc1)C(=O)N1CCCCCC1	i	0%	10%	18	-14%	14%	6%	9%	-1%
37	O=C(CCC(=O)Nc1ccccc1Cl)NNC(=O)c1ccccc1[N+](=O)[O-]	i	-3%	10%	-12	i	-28%	1%	0%	-1%
38	CCOc1ccc(/C=N/n2c(C3CCCCC3)n[nH]c2=S)cc1	i	?	?	0	i	-24%	1%	?	1%
39	c1ccc2cc3[nH]c(CN4CCCCC4)nc3cc2c1	i	-8%	16%	-50*	-1%	-19%	-2%	?	-6%
40	O=C(Nc1cccc(NC(=O)c2cccc(F)c2)n1)c1cccc(F)c1	i	8%	10µM*	0	-10%	15%	-2%	?	0%
41	Cn1c(=O)oc2cc(S(=O)(=O)NCCC(=O)Nc3ccc(F)cc3F)ccc21	.	-4%	12%	.	i	11%	.	17%	.
42	COc1cc(Cl)c(C)cc1NC(=O)CSc1nnc(CCC(=O)O)c(=O)[nH]1	i	-2%	-22%	8	-1%	8%	-1%	-10%	-1%
43	CCCSCCCNC(=O)CN1C(=O)COc2ccc(S(=O)(=O)N3CCCCCC3)cc21	.	3%	3%	.	-13%	24%	.	?	0%
44	O=c1[nH][nH]cc1C=Nc1ccccc1Cl	i	-13%	2%	3	-5%	-28%	-9%	1%	-6%
45	COc1ccc(C2/C=C\CN(CC3CC3)CC(=O)N2Cc2ccc(F)cc2)cc1 (stereo not given)	i	-7%	-4%	4	9%	-13%	-1%	-26%	2%
46	COc1ccc(C2C(C(=O)Nc3cccc(C)n3)CCC(=O)N2c2ccc(OC)cc2)cc1 (stereo not given)	i	31%	0%	-2	-1%	17%	8%	?	6%
47	CCCCOc1ccc(OC(=O)Nc2cc(Cl)ccc2OC)cc1	i	9%	16%	8	6%	-25%	0%	?	3%
48	OCC1(Cc2ccccc2)CCN(CCCC2CCCC2)CC1	i	12%	9%	-25	-16%	-5%	-9%	-3%	-3%
49	COc1ccc(-c2cc3c(=O)n(CC(=O)NCCCN4CCC(Cc5ccccc5)CC4)ncn3n2)cc1	i	-23%	-20%	-101*	-53%	18%	-6%	2.2µM*	0%
50	O=[N+]([O-])c1cc(-c2n(-c3ccccn3)c3ccccc3[n+]2-c2ccccn2)ccc1Cl	i	-13%	-13%	-19	-20%	16%	-5%	-36%	0%
51	O=C(CSc1ncnc2c1cnn2-c1ccccc1Cl)N1CCN(C(=O)c2ccco2)CC1	i	-12%	-15%	?	i	22%	-1%	-29%	-5%
52	Cn1c2ccccc2c2nnc(SCC(=O)NCc3ccoc3)nc21	i	4%	24%	1	i	11%	6%	11%	8%
53	O=C(CCCc1ccccc1)c1ccc2c(c1)OCCO2	-125%*	-28%	29%	-15	-13%[57.5 µM]	24%	-27%	?	-17%
54	CCOc1ccc(N(CC(=O)Nc2ccc(C)c(Cl)c2)S(C)(=O)=O)cc1	i	30%	26%	7	-38%[inhibitor]	19%	16%	?	7%
55	Cn1nc(CC(=O)NC2CCCCC2)c2ccccc2c1=O	i	12%	-9%	15	-22%	-4%	-1%	1%	-16%
56	CCOc1ccc(Nc2oc(/C=C/c3cc(OC)c(OC)c(OC)c3)nc2C#N)cc1	.	-5%	15%	.	i	31%	.	-11%	.
57	CCOc1ccc(/C=N/OCC(=O)Nc2ccc3c(c2)OCO3)cc1	i	16%	0%	16	-24%	7%	6%	-18%	20%

Bioassay records deposited in PubChem by National Center for Advancing Translational Sciences (NCATS).

These rows are one share of the data; rates above refer to the full screens.
